ALDH1A1 block – inhibitors of human aldehyde dehydrogenase 1A1. Potency, µM (titrated, usually from 75.3 µM), without a hit: top-dose activity, negative = inhibition, hits mostly inhibitors. P00352. AID 1030. actives 7.3% (n = 220,000). Purified ALDH1A1, NADH fluorescence, propionaldehyde substrate; active = well fitted inhibition curve with a large enough effect, not every such curve was filed as active; inconclusive = small, poorly fitted or top-dose-only effect, or another doubt; inactive = no such curve, though single readings can be large or run the other way;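 also: plate controls were no enzyme wells and a reference inhibitor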
NPSR antagonist – neuropeptide S receptor (human) antagonism, cAMP; actives 1% (n = 220,000); Potency, µM (highest dose often 38.3 µM), without a hit: top-dose activity change, negative = inhibition, most hits filed as inhibitors; CHO-NPSR cells, cAMP TR-FRET, antagonist mode; also: % is scaled to controls: 0 for no effect and ±100 for the full control effect; nearly all actives have a fitted effect of over 50% in size; many of its hits are not listed in these tables
Target sequence (Q6W5P4 whole entry, looked up): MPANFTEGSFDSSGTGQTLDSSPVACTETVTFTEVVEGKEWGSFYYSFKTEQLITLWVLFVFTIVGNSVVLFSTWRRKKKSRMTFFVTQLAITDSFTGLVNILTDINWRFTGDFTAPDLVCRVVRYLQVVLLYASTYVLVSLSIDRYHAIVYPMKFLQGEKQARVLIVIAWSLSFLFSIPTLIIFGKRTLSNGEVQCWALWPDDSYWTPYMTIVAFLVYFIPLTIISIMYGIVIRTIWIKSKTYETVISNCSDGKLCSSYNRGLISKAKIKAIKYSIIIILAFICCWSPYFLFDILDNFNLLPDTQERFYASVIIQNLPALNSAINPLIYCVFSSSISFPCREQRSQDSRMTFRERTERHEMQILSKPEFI
aGlu spleen mod – inhibits or activates alpha-glucosidase in human spleen homogenate. actives 0.006% (n = 240,000). human spleen homogenate, 4-MU-alpha-glucoside fluorescence. Potency, µM (doses to about 79.9 µM), for inactives: at the highest dose activity change, negative = inhibition, actives largely listed as inhibitors. P10253;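 also: 0% = enzyme with vehicle and -100% = no enzyme basal signal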
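Human spleen homogenate (1 ug) incubated with compounds and 1 mM 4-methylumbelliferyl-alpha-D-glucopyranoside in pH 5.0 citrate/phosphate buffer, 37 C, 40 min. Stopped at pH 10; 4-MU fluorescence (Ex 365/Em 440 nm); AC50 by Hill fit.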
Tau fluor cs – counter-screen for tau fibril formation inhibitors. Potency, µM (series often up to 57.7 µM), inactives show at the highest dose activity change, negative = decrease. actives 0.93% (n = 280,000). tau K18 P301L Alexa594 fluorescence, heparin fibrillization; also: % is scaled to controls: 0 for no effect and ±100 for the full control effect; nearly all actives have a fitted effect of over 55% in size
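Human tau K18 P301L (15 uM unlabeled, 0.24 uM Alexa 594-labeled) in 100 mM sodium acetate pH 7 with 20 uM heparin, 6 hr at 37 C. ThT 30 uM added, 1 hr ambient; Alexa 594 FP and total fluorescence read at 555/632 nm.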
GAA glycogen mod – GAA glycogen-cleavage inhibition or activation | P10253 | recombinant GAA, glycogen substrate, Amplex Red glucose oxidase fluorescence | Potency, µM (series often up to 76.4 µM), inactives show top-dose activity change, negative = inhibition, hits mostly inhibitors | actives 0.38% (n = 300,000) | AID 2100;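 also: 0% = full enzyme reaction and -100% = no-enzyme basal signal; the screen sought inhibitors and activators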
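Recombinant enzyme (4 nM final) with compounds titrated up to 77 uM and bovine liver glycogen (30 ug) in citrate pH 5.0, 0.01% Tween-20, 37 C 40 min. Released glucose detected by Amplex Red/glucose oxidase (Ex 573/Em 610); AC50 from Hill fits.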
GAA inh – alpha-glucosidase (human) inhibition. P10253. purified human GAA, 4-MU-alpha-glucoside fluorescence. Potency, µM (doses to about 76.9 µM), for the others: top-dose activity change, negative = inhibition, actives largely listed as inhibitors. actives 0.005% (n = 200,000). AID 1466;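 also: plate controls were uninhibited enzyme wells for no effect and no-enzyme background for full effect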
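Enzyme (4 nM final) mixed with compound (up to 77 uM), then 4-MU-alpha-D-pyranoside (400 uM final) added; 20 min at room temperature, pH 5.0. Reaction stopped at pH 10, fluorescence read, AC50 derived by Hill fit.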
aGal spleen mod – inhibits or activates alpha-galactosidase in human spleen homogenate. P06280. human spleen homogenate, 4MU-alpha-Gal fluorescence, 40 min. Potency, µM (top dose mostly 80 µM), without a hit: at the top dose activity change, negative = inhibition, usual class: inhibitors. actives 0.008% (n = 240,000). AID 2107;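 also: 0% = enzyme with vehicle and -100% = no enzyme basal signal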
Target sequence (P06280 32-429 limits assumed): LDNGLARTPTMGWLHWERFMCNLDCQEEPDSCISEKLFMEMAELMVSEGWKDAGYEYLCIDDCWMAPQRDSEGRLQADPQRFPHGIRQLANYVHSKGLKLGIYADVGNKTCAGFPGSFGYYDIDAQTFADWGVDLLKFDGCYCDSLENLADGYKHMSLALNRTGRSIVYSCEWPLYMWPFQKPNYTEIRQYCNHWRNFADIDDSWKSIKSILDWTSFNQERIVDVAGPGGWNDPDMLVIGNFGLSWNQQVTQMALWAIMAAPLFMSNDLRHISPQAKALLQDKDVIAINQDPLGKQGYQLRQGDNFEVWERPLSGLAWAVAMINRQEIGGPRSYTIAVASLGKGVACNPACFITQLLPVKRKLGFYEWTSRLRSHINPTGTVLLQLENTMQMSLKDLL
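Fluorogenic readout (Ex 365/Em 440 nm) of 4-methylumbelliferone released from 1 mM 4-MU-alpha-galactoside by spleen homogenate, 40 min at 37C, pH 5.0. Data normalized to no-enzyme and enzyme controls; Hill-equation AC50 from compound titrations.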
Epigenetic derep – derepresses silenced GFP reporter in murine cells | actives 0.2% (n = 280,000) | murine LDR cells, GFP reporter derepression, 30 h | Potency, µM (titrated, usually from 53.9 µM), for inactives: at the highest dose GFP activation, actives largely listed as activators | AID 1865; also: % of control where 0% means no effect; nearly all actives have a fitted effect of over 60% in size
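Readout is the number of GFP-expressing murine LDR cells, counted by cytometry following washing. Cells were treated with compound for 30 h at 37 C; the stably integrated CMV-GFP locus is normally silent.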
Numbers without * were called inactive; ? = inconclusive; . = not tested or not shown; & = joins results of further samples; [ ] = another dose, or the depositor's remark. Unless noted, calls follow the shape of the dose curve; as a rule, active = well fitted curve in the direction sought with a large enough effect; inconclusive = small, poorly fitted or top-dose-only effect, or another doubt; inactive = no such curve, though single readings can be large; an effect the other way counts as inactive or inconclusive. Potency is read from the fitted curve at half-maximal effect. Some of the compounds tested; rates above refer to the full screens.

1: Cc1cc(S(=O)(=O)NC(C)C)ccc1OCC(=O)N1CCN(Cc2ccc3c(c2)OCO3)CC1
2: N=c1c[n+](C2CCCCC2)[n-]o1
3: CC(Cc1ccccc1Sc1ccccc1)N(C)C (stereo unspecified)
4: CC(C)(CN)CC(=O)O
5: Cc1onc(-c2ccccc2Cl)c1C(=O)N1C=CC(C(F)(F)F)=NCC1
6: Cc1nn(Cc2ccccc2)c2c1C(c1ccco1)C(C#N)=C(N)O2 (stereo unspecified)
7: NC1=N[C@H](O)[C@H]2C3O[C@]4(O)O[C@H](C(O)[C@@]2(N1)[C@@H]4O)C3(O)CO (stereo partly specified)
8: COc1cccc(C(=O)C2CCCN(Cc3cccc4c3OCO4)C2)c1 (stereo unspecified)
Screen / compound no.	1	2	3	4	5	6	7	8
ALDH1A1 block	19%	10%	-2%	.	?	28µM*	-2%	4%
NPSR antagonist	-5%[46.1 µM]	18%	11%	-3%[7.67 µM]	-5%[46.1 µM]	-12%[46.1 µM]	.	31%
aGlu spleen mod	-7%	0%	-10%	10%	-13%	-3%	0%	-5%
Tau fluor cs	5%	-2%	-14%	8%	-5%	-20%	-8%	-2%
GAA glycogen mod	6%	4%	6%	11%	4%	-21%	.	-2%
GAA inh	-2%	-2%	-4%	.	0%	0%	.	8%
aGal spleen mod	2%	-3%	-4%	1%	-8%	1%	6%	-7%
Epigenetic derep	-1.1%	2.6%	6.7%	-0.3%	0.0%	-1.0%	2.8%	0.0%

A second format for two compounds above:
1	Cc1cc(S(=O)(=O)NC(C)C)ccc1OCC(=O)N1CCN(Cc2ccc3c(c2)OCO3)CC1
- ALDH1A1 block: 19%
- NPSR antagonist: -5%[46.1 µM]
- aGlu spleen mod: -7%
- Tau fluor cs: 5%
- GAA glycogen mod: 6%
- GAA inh: -2%
- aGal spleen mod: 2%
- Epigenetic derep: -1.1%

8	COc1cccc(C(=O)C2CCCN(Cc3cccc4c3OCO4)C2)c1 (stereo unspecified)
- ALDH1A1 block: 4%
- NPSR antagonist: 31%
- aGlu spleen mod: -5%
- Tau fluor cs: -2%
- GAA glycogen mod: -2%
- GAA inh: 8%
- aGal spleen mod: -7%
- Epigenetic derep: 0.0%

The listing continues:
9: O=C1C2CCN(CC2)C1Cc1ccc(OCc2ccccc2)cc1 (stereo unspecified)
10: CN1CC[C@]2(c3cccc(O)c3)Cc3nc4ccccc4cc3C[C@H]2C1
11: N[C@@H](Cc1c[nH]c2ccccc12)c1nnc(SCc2ccccc2F)o1
12: O=c1ccc2cc(O[C@H]3OC(CO)C(O)C(O)C3O)c(O)cc2o1 (stereo partly specified)
13: Cc1c(N=Cc2c(O)n(CCc3ccccc3)c(=O)[nH]c2=O)c(=O)n(-c2ccccc2)n1C
14: COc1ccc(C2C(C(=O)N3CCC4(CC3)OCCO4)c3cc(OC)c(OC)cc3C(=O)N2C)cc1 (stereo unspecified)
15: COC(=O)C1C2c3ccccc3C(c3ccccc32)C1C(=O)OC (stereo unspecified)
16: O=C(C1CCN(c2nc3ccc(Br)cc3s2)CC1)N1CCC2(CC1)OCCO2
Screen / compound no.	9	10	11	12	13	14	15	16
ALDH1A1 block	-4%	.	-14%	?	-3%	14µM*	9%	-6%
NPSR antagonist	12%	10%	-7%[46.1 µM]	.	-9%[46.1 µM]	5%[46.1 µM]	-6%	-14%[46.1 µM]
aGlu spleen mod	-4%	-2%	2%	?	1%	0%	11%	-24%
Tau fluor cs	-6%	-9%	-24%	-4%&-19%	-6%	2%	-13%	-1%
GAA glycogen mod	-6%	6%	2%	.	2%	10%	-10%	0%
GAA inh	-3%	-2%[15.4 µM]	-2%	.	-5%	-6%	1%	1%
aGal spleen mod	-1%	-8%	-1%	?	3%	1%	4%	9%
Epigenetic derep	2.4%	-1.1%	0.0%	0.0%&0.0%	0.9%	-3.4%	2.5%	0.0%

17: CSc1nn(-c2ccc(C(=O)OCC(=O)NC(=O)NC(C)C)cc2)c(=S)s1
18: CN[C@H](CC(C)C)C(=O)N[C@H]1C(=O)N[C@@H](CC(N)=O)C(=O)N[C@H]2C(=O)N[C@H]3C(=O)N[C@H](C(=O)N[C@H](C(=O)O)c4cc(O)cc(O)c4-c4cc3ccc4O)[C@H](O)c3ccc(c(Cl)c3)Oc3cc2cc(c3O[C@@H]2O[C@H](CO)[C@@H](O)[C@H](O)[C@H]2O[C@H]2C[C@](C)(N)[C@H](O)[C@H](C)O2)Oc2ccc(cc2Cl)[C@H]1O
19: CC(C)[C@@]1(NC(=O)[C@@H]2C[C@@H]3c4cccc5[nH]cc(c45)C[C@H]3N(C)C2)O[C@@]2(O)C3CCCN3C(=O)[C@H](Cc3ccccc3)N2C1=O (stereo partly specified)
20: CCOC(=O)C1=C(N)OC2=C(C(=O)CC(C)(C)C2)C12C(=O)Nc1ccccc12 (stereo unspecified)
21: CN(C)C(=O)Oc1cc(=O)n2c3c(cccc13)CCC2
22: CC1CN(c2ccc([N+](=O)[O-])c3cccnc23)CC(C)N1 (stereo unspecified)
23: CN(C(=O)Cc1ccccc1)[C@H](CN1CCCC1)c1ccccc1
24: CC(C(=O)c1cn(C)c2ccccc12)c1ccccc1 (stereo unspecified)
Screen / compound no.	17	18	19	20	21	22	23	24
ALDH1A1 block	-2%	?	-10%	3%	-1%	13%	0%&1%	4%
NPSR antagonist	-3%	-6%[46.1 µM]	?	-10%[46.1 µM]	17%	3%[46.1 µM]	.	-21%[46.1 µM]
aGlu spleen mod	-3%	-10%	-4%	4%	-2%	6%	7%&-4%	-7%
Tau fluor cs	?	-2%	7.1µM*[quencher]	-28%	-7%	-1%	-1%&-1%	-16%
GAA glycogen mod	-11%	.	.	2%	-1%	2%	.	-2%
GAA inh	1%	.	.	0%	-3%	1%	.	2%
aGal spleen mod	-4%	-4%	19%	11%	9%	0%	-1%&7%	-16%
Epigenetic derep	-0.9%	-1.2%	2.3%	2.9%	-1.9%	-1.2%	0.0%&0.4%	-1.5%

25: CC1CC(C)CN(CC(=O)c2ccc(OC(F)F)cc2)C1 (stereo unspecified)
26: C[C@]12CCC3C(C=CC4=CC(=O)CC[C@]43C)C1CC[C@]2(O)CCC(=O)O (stereo partly specified)
27: CCC(C)C12CN3CCN(CC(C)(C3)C1O)C2 (stereo unspecified)
28: O=C1NC(=O)N(CC2CCCO2)C(=O)/C1=C/c1cccs1 (stereo unspecified)
29: C=CCn1c(O)c(C(CC)=NC(C)c2ccccc2)c(=O)[nH]c1=O (stereo unspecified)
30: CN1C(=O)C(=Cc2ccc(N3CCCCCC3)o2)C(=O)N(C)C1=S
31: CCNc1nc2[nH]c(=O)c3c(c2s1)OC(N)=C(C#N)C3c1cccs1 (stereo unspecified)
32: COC(=O)C1C2c3ccccc3OC1(C)N=c1s/c(=C/c3cnn(C)c3)c(=O)n12 (stereo unspecified)
Screen / compound no.	25	26	27	28	29	30	31	32
ALDH1A1 block	1.3µM*	8%	-4%	.	?	?	-8%	2%
NPSR antagonist	12%	.	11%	-41%	-5%[46.1 µM]	-10%[46.1 µM]	-21%[46.1 µM]	?
aGlu spleen mod	2%	-1%	-2%	-1%	-5%	-18%	-4%	2%
Tau fluor cs	-6%	-3%	9%	-5%	-3%	?	-24%	-12%
GAA glycogen mod	20%	.	6%	3%	13%	6%	-2%	-1%
GAA inh	-9%	.	?	.	-6%	-7%	3%	?
aGal spleen mod	-14%	-5%	-4%	1%	-7%	-10%	6%	3%
Epigenetic derep	1.0%	-1.3%	3.5%	-4.4%	6.8%	2.1%	0.0%	-1.1%

Complete entries from above. Screens in order: ALDH1A1 block	NPSR antagonist	aGlu spleen mod	Tau fluor cs	GAA glycogen mod	GAA inh	aGal spleen mod	Epigenetic derep
CC(C(=O)c1cn(C)c2ccccc12)c1ccccc1 (stereo unspecified) is entered as 4%	-21%[46.1 µM]	-7%	-16%	-2%	2%	-16%	-1.5%
O=c1ccc2cc(O[C@H]3OC(CO)C(O)C(O)C3O)c(O)cc2o1 (stereo partly specified) is entered as ?	.	?	-4%&-19%	.	.	?	0.0%&0.0%

(more compounds)
33: c1cc2cc(c1)C[n+]1ccc(c3ccccc31)NCc1ccc(cc1)CNc1cc[n+](c3ccccc13)C2
34: CCCCn1c(O)c(C(CC)=NCCCN(C)C)c(=O)[nH]c1=O
35: O=C(N/N=C/c1cccnc1)c1ccc(NC(=O)C(c2ccccc2)c2ccccc2)cc1
36: COc1ccc(C(=O)C2CCCN(Cc3ccsc3)C2)cc1OC (stereo unspecified)
37: Cc1ccsc1/C=N/NC(=O)Cc1cc(=O)[nH][nH]1
38: CC(=O)OC1N=C(c2ccccc2)c2ccccc2NC1=O (stereo unspecified)
39: OCCN(CC#CC(O)(c1ccccc1)C1CCCC1)CCO (stereo unspecified)
40: O=[N+]([O-])c1ccc(-c2ccc(C=Nc3cccc4ccccc34)o2)cc1
41: O=c1[nH]c(=O)n(-c2cccc(Cl)c2)c(O)c1C=NCCCN1CCOCC1
42: COCCCNC(=O)c1c(NC(=O)c2ccccc2Cl)n(Cc2ccccc2)c2nc3ccccc3nc12
43: Cc1cc(C=C2C(=O)NC(=S)NC2=O)c(C)n1C1CCCC1
Screen / compound no.	33	34	35	36	37	38	39	40	41	42	43
ALDH1A1 block	?	-2%	3%	?	.	?	6%	?	?	?	7.1µM*
NPSR antagonist	.	4%[46.1 µM]	1%	-7%	-1%[7.67 µM]	-29%[46.1 µM]	6%[46.1 µM]	-8%[46.1 µM]	10%[46.1 µM]	?	-59%
aGlu spleen mod	3%	0%	-7%	1%	6%	2%	-3%	3%	1%	-7%	-1%
Tau fluor cs	-18%	-5%	?	2%	-5%	-8%	3%	-27%	-5%	-11%	-22%
GAA glycogen mod	.	-2%	3%	13%	?	10%	-2%	-17%	3%	-8%	-8%
GAA inh	.	5%	0%	6%	.	0%	3%	-2%	-5%	-1%	-5%
aGal spleen mod	15%	1%	-12%	-1%	20%	-4%	0%	3%	-1%	-2%	-1%
Epigenetic derep	0.0%	-1.0%	5.8%	0.0%	-0.3%	-2.2%	-7.2%	3.5%	4.3%	13%	?

High-throughput results deposited in PubChem by National Center for Advancing Translational Sciences (NCATS).
